Screening results deposited in PubChem by several laboratories.
Pf gametocyte: late stage P. falciparum gametocyte viability inhibitors, primary screen, ATP luminescence, HTS; P. falciparum stage V gametocytes, 24 h; inhibition, % at 10.9 µM; 0.065% of 150,000 active;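 active = inhibition above the mean plus 3 SD of compounds within the control limits, set per campaign, cut at about 38% in these data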;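 note: 0% = DMSO wells and 100% = medium only without gametocytes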
RGS4-Gao reg: modulators of RGS4 binding to Galphao, primary screen, biochemical, multiplexed bead flow cytometry | Guanine nucleotide-binding protein G(o) subunit alpha (Homo sapiens), P09471 | actives lie on both sides | binding response (% of control), % at 10 µM | 0.33% of 220,000 active | AID 1415, 2008; in the data active = binding response below about 49% or above about 150%; inactive = in between;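 note: fluorescent Galphao activated with aluminum fluoride binding bead-coupled RGS4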
RGS8-Gao reg: RGS8-Galphao binding modulators, primary screen, biochemical, multiplexed bead flow cytometry | 0.34% of 220,000 active | actives lie on both sides | response (percent of control binding), % at 10 µM | Guanine nucleotide-binding protein G(o) subunit alpha (Homo sapiens), P09471; in the data active = response below about 60% or above about 140%; inactive = in between;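 note: Galphao activated as the GDP aluminium fluoride complex binding bead-coupled RGS8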
Avidin bead fluor: green autofluorescence of compounds with avidin beads – biophysical, 488/530 nm, flow cytometry, artefact control, profiling panel. compound fluorescence 488/530 nm; active compounds read high. fluorescence (KMESF) at 10 µM. 0.38% of 220,000 active. AID 1775, 2009; in the data active = fluorescence above about 47; note: inactives centre near 10
Mcl1 Bid PPI: Mcl-1/Bid binding inhibitors, primary screen, biochemical, TR-FRET, 1536-well. inhibition, % at 21.7 µM. TR-FRET Mcl-1/Bid-Dy647 peptide binding. Induced myeloid leukemia cell differentiation protein Mcl-1 (Homo sapiens), Q07820. 0.97% of 220,000 active;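 active = compounds that cut the binding signal by more than half at the single screening dose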;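 note: His-tagged Mcl-1 with europium anti-His antibody binding Bid BH3 peptide; 0% = Mcl-1 plus peptide wells and 100% = peptide-only wells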
Mcl-1 Bim block: inhibitors of Bim peptide binding to Mcl-1, primary screen, biochemical, bead-based flow cytometry, multiplex. Induced myeloid leukemia cell differentiation protein Mcl-1 (Homo sapiens), Q07820. Bim peptide-Mcl-1 binding. inhibition, % at 10 µM. 0.1% of 190,000 active; in the data active = inhibition above about 40%;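 note: 0% = no compound tracer wells and 100% = peptide blocker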
RGS7-Gao reg: RGS7-Galphao binding modulators, primary screen, biochemical, multiplexed bead flow cytometry. binding response (% of control), % at 10 µM. actives lie on both sides. 0.35% of 220,000 active. Guanine nucleotide-binding protein G(o) subunit alpha (Homo sapiens), P09471. AID 1439, 2008; in the data active = binding response below about 49% or above about 150%; inconclusive = no clear call, values can overlap the other calls; inactive = in between;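 note: fluorescent Galphao held in activated GDP-AlF4 state binding bead-coupled RGS7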
GSH bead fluor: compound fluorescence on glutathione beads, profiling panel, artefact control, biophysical, 488/530 nm, flow cytometry | GSH beads flow cytometry, compound fluorescence 488/530 nm; active compounds read high | fluorescence (KMESF) at 10 µM | 0.25% of 190,000 active | AID 1776, 2009; in the data active = fluorescence above about 89;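 note: glutathione beads carrying GST-tagged Bcl family fusion proteins plus one bare bead set; values are compound well signal with DMSO vehicle wells as background; inactives centre near 16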
Mcl1-Noxa inh: Mcl-1/Noxa binding inhibitors, primary screen, biochemical, TR-FRET, 1536-well. AID 1022, 2008. 1.5% of 220,000 active. TR-FRET Mcl-1/Noxa peptide binding, 2 h. Induced myeloid leukemia cell differentiation protein Mcl-1 (Homo sapiens), Q07820. inhibition, % at 21.7 µM;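 active = compounds that cut the protein-peptide binding signal by more than 50% relative to plate controls in a single-dose test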;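 note: His-tagged Mcl-1 with rhodamine Noxa BH3 peptide and terbium anti-His antibody; 0% = Mcl-1 plus Noxa peptide wells and 100% = peptide-only wells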
ABCG2 inh: ABCG2 efflux pump inhibitors, primary screen, multiplex with ABCB1, IgMXP3 cells, flow cytometry | Broad substrate specificity ATP-binding cassette transporter ABCG2 (Homo sapiens), Q9UNQ0 | JC-1 efflux | inhibition, % at 6.6 µM | 0.1% of 190,000 active;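 active = inhibition above 80%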;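 note: 0% = DMSO and 100% = nicardipine control wells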
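Incubation: cells with compound and JC-1, 10 min at 25 °C, rotating, no wash / Test system: IgMXP3 (ABCG2) plus far-red-tagged CCRF-Adr (ABCB1) cells / Compound dosing: one concentration, 6.6 µM final / Also added: JC-1 fluorescent substrate / Evaluation: efflux inhibition in percent versus controls / Detection: flow cytometry, 530 nm JC-1 signal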
ABCB1 block: ABCB1 efflux pump inhibitors, primary screen, cell-based, multiplex, flow cytometry, ABCG2 counter-screen; ATP-dependent translocase ABCB1 (Homo sapiens), P08183; CCRF-Adr cells, JC-1 efflux; inhibition, % at 6.6 µM; 0.067% of 190,000 active; AID 1326, 2008; in the data active = inhibition above about 40%;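 note: 0% = vehicle and 100% = reference inhibitor; higher value means more JC-1 retained so stronger ABCB1 efflux block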
Target sequence (P08183 whole entry, looked up): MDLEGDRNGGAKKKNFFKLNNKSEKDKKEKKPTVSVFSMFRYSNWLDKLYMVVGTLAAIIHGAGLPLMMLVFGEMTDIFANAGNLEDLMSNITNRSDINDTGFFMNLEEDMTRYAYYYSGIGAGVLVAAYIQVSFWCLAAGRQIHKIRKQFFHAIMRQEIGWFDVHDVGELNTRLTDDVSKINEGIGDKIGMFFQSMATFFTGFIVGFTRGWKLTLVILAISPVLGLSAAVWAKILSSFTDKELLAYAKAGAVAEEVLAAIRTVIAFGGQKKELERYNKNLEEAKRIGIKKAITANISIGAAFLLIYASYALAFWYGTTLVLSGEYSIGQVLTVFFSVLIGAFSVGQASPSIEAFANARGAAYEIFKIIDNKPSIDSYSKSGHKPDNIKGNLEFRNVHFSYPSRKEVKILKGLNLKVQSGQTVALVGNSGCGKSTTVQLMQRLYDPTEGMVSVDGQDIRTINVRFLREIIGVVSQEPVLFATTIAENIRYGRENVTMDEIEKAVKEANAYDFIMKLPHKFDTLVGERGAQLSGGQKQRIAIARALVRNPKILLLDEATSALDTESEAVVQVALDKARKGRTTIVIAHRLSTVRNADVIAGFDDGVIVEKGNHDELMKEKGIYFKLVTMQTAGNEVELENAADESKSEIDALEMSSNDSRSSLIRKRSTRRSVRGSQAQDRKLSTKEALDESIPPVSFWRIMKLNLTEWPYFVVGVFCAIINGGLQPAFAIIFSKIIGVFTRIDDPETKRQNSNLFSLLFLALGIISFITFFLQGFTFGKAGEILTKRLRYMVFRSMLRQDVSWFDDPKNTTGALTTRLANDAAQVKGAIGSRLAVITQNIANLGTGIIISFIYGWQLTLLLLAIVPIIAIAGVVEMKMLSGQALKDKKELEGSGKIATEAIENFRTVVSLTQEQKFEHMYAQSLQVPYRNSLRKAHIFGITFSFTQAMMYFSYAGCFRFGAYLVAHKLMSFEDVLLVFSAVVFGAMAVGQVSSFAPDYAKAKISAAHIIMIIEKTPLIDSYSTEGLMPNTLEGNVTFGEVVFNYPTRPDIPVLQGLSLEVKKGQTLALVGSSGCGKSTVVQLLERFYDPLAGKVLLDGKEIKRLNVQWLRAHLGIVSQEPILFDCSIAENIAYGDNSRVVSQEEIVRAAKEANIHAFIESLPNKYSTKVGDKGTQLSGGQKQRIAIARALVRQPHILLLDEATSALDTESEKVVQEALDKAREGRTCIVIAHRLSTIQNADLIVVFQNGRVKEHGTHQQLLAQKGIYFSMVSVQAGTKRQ
Numbers without * were called inactive; ? = inconclusive; / = no result given.

Structure,Pf gametocyte,RGS4-Gao reg,RGS8-Gao reg,Avidin bead fluor,Mcl1 Bid PPI,Mcl-1 Bim block,RGS7-Gao reg,GSH bead fluor,Mcl1-Noxa inh,ABCG2 inh,ABCB1 block
Nc1cc(N2CCCC2)ccc1[N+](=O)[O-],-18,103,102,11,-32,-7,103,8,-1,14,-0.6
Cc1c(NC(=O)COC(=O)c2ccc(F)c(S(=O)(=O)N3CCOCC3)c2)c(=O)n(-c2ccccc2)n1C,/,105,103,12,-4,-2,?,15,4,0,-0.5
CCCCOc1ccc(N(CC(=O)NCC2CCCO2)C(=O)CCC(=O)Nc2nccs2)cc1 (centres undefined),-11,93,97,9,0,-1,93,10,26,0,0.0
Cc1ccc(NC(=O)Nc2ccc3c(c2)N(C)C(=O)CS3)cc1C,/,106,105,8,-7,-1,106,22,14,2,0.0
Cc1cc(C(=O)NC(C)C2CCCO2)cs1 (centres undefined),/,99,100,13,-6,-3,98,30,-8,7,0.6
Cc1cnc(NC(=O)CCN2C(=O)C3CCCCC3C2=O)s1 (centres undefined),/,101,102,8,-27,0,?,14,2,1,0.7
COC(=O)[C@H](CC(C)C)NC(=O)N1CCCCC1,18,111,104,5,-10,/,?,/,-3,/,/
Cc1ccc(C(=O)Nc2cccc(C(F)(F)F)c2)cc1NC(=O)c1cnnc2ccccc12,/,97,99,8,31,/,?,/,-8,/,/
CCNc1c2c3c(cccc3n(C)c1=O)C(=O)c1ccccc1-2,/,120,111,4,-13,9,116,16,-134,4,2.3
CCOCc1nnc(NC(=O)c2c(OC)cccc2OC)s1,/,96,97,12,2,0,97,25,-6,0,0.0
O=C(NCc1cn2ccccc2n1)c1ccc2c(c1)OCO2,10,105,113,9,-14,-3,101,37,15,6,2.2
COc1ccc2c(c1)CCc1cnc(N)nc1-2,-15,100,101,9,7,1,96,11,18,23,0.4
COc1ccc(/C=C/C(=O)Nn2cnnc2)cc1,27,104,97,1,-9,-1,101,11,17,9,0.3
CC(C)c1ccccc1NC(=S)NCc1ccncc1,-23,100,98,12,-51,-3,102,15,5,0,-0.2
CCOC(=O)CSc1nc2cc3c(cc2cc1C#N)OCCO3,-6,105,101,12,-20,-1,103,12,-59,1,-0.1
CCN(CC(=O)Nc1c(F)cccc1F)C(=O)CCc1ccc(OC)cc1,-21,97,98,12,-15,0,?,14,4,1,1.0
O=[N+]([O-])c1ccc(N2CCN(S(=O)(=O)c3ccccc3)CC2)cc1N1CCc2ccccc2C1,12,98,100,12,-7,-5,99,10,11,14,1.0
O=C(CSc1nc2ccccc2s1)Nc1cc(S(=O)(=O)N2CCOCC2)ccc1Cl,4,108,105,18,-36,0,112,14,-7,4,0.9
CCCCCn1c(C(Cc2ccccc2)NC(C)=O)nc2ccccc21 (centres undefined),/,98,98,7,21,0,99,25,18,2,0.9
COc1ccc(Cl)cc1C(=O)OCC(=O)NC(=O)c1cccn1C,/,101,100,13,-7,-3,99,35,-2,28,0.9

Quoted at random: 3 records from the list, in no set order.
Structure,Pf gametocyte,RGS4-Gao reg,RGS8-Gao reg,Avidin bead fluor,Mcl1 Bid PPI,Mcl-1 Bim block,RGS7-Gao reg,GSH bead fluor,Mcl1-Noxa inh,ABCG2 inh,ABCB1 block
Cc1cc(C(=O)NC(C)C2CCCO2)cs1 (centres undefined),/,99,100,13,-6,-3,98,30,-8,7,0.6
O=C(NCc1cn2ccccc2n1)c1ccc2c(c1)OCO2,10,105,113,9,-14,-3,101,37,15,6,2.2
COc1ccc(/C=C/C(=O)Nn2cnnc2)cc1,27,104,97,1,-9,-1,101,11,17,9,0.3

Next part.
Structure,Pf gametocyte,RGS4-Gao reg,RGS8-Gao reg,Avidin bead fluor,Mcl1 Bid PPI,Mcl-1 Bim block,RGS7-Gao reg,GSH bead fluor,Mcl1-Noxa inh,ABCG2 inh,ABCB1 block
COc1cc(C)ccc1Oc1nc(-c2ccccc2O)nc2ccccc12,4,97,101,5,-42,/,?,/,-61,/,/
Fc1cccc(-c2csc(-c3ccno3)n2)c1,21,97,95,7,0,/,?,/,-3,/,/
O=C(Nc1ccc(S(=O)(=O)C(F)F)cc1)c1cccc(S(=O)(=O)N2CCOCC2)c1,-17,101,99,9,-24,1,102,9,-31,0,0.0
CCOc1ccc(NC(=S)NCc2nc3ccccc3[nH]2)cc1,5,102,104,7,-37,-1,103,11,31,1,0.1
CCCC(c1nnnn1CCc1ccccc1)N1CCN(C(=O)c2ccco2)CC1 (centres undefined),/,97,98,7,13,0,95,14,26,3,1.2
Cc1onc(-c2ccccc2)c1C(=O)NC(=S)NNC(=O)c1ccco1,-9,103,102,7,-143,/,?,/,-96,/,/
O=c1cc(CO)oc(C(Nc2ccccn2)c2ccc(F)cc2)c1O (centres undefined),/,100,99,9,52*,0,101,17,62*,-2,-0.5
CCc1nnc(NC(=O)c2ccc(Cl)c(S(=O)(=O)N3CCc4ccccc43)c2)s1,-9,97,103,4,-33,1,94,64,-5,-1,-0.4
COC(=O)c1ccc(N2CCN(S(=O)(=O)c3ccccc3)CC2)c([N+](=O)[O-])c1,-10,72,93,13,-27,2,74,15,-3,1,0.5
COc1cc(/C=C/C(=O)Nc2ccccc2C(F)(F)F)cc(OC)c1OC,/,104,102,11,-12,-1,101,16,-1,1,0.6
NC(=O)c1ccc(NC(=O)COC(=O)c2cc(S(=O)(=O)N3CCOCC3)ccc2N2CCCCC2)cc1,-1,97,97,6,-12,/,?,/,13,/,/
O=C(NC1CC2CCCC(C1)N2CC(=O)N1CCCc2ccccc21)C1CCCCC1 (centres undefined),/,99,102,29,-1,-6,104,23,11,4,2.3
Cc1cc(C(=O)CN(Cc2ccc(F)cc2)S(=O)(=O)c2ccc3c(c2)OCCO3)c(C)n1C,1,99,103,6,-23,0,96,52,19,6,4.3
COc1ccccc1Oc1ccc(N/C=C/C(=O)C(C)(C)C)cc1,3,99,94,10,-63,0,95,16,5,2,1.0
O=C(O)c1ccc2cccnc2n1,-12,101,100,8,-5,0,?,11,4,0,-0.2
Nc1nnnn1/N=C/c1ccccn1,/,101,102,8,-25,2,101,16,-5,0,0.1
COc1ccc(-n2c(Cc3cccs3)nnc2SCC(=O)Nc2ccc3c(c2)OCCO3)cc1,/,100,98,16,5,-1,98,37,19,5,1.4
CC(CC(=O)Nc1nncs1)c1ccccc1 (centres undefined),/,94,102,5,-6,-2,95,14,-11,15,0.8
CCOC(=O)C1=C(C)NC(SC(C)=O)=NC1c1ccc(OC(C)=O)c(OC)c1 (centres undefined),-3,104,101,26,-18,0,102,16,0,0,0.3
CCc1cc(C(=O)NNC(=S)Nc2cc(C)ccc2C)cs1,/,101,103,6,-50,-2,98,17,-23,0,0.2
Cc1ccccc1NC(=O)c1ccc(-n2cncn2)nc1,-8,108,106,4,-10,-4,107,33,7,9,0.6
Nc1cc(Cl)ccc1Oc1ccccc1,/,99,102,10,-24,-2,103,5,12,1,0.3
Cc1onc(-c2ccccc2)c1C(=O)NCCN1CCOCC1,/,98,100,5,-14,4,100,20,18,1,0.2
Nc1nc2ncc(-c3ccsc3)c(N)n2n1,-8,99,98,8,-20,-1,94,19,4,0,-0.3
CCOC(=O)c1ccn(-c2nc(-c3ccco3)cc(C(F)(F)F)n2)n1,/,103,102,8,-13,-6,102,18,10,-2,-1.5
COc1cc2c3c(c1)c(C1=NC(=S)NC1=O)c(O)n3C(C)(C)C=C2C,19,99,100,16,6,-3,101,34,22,49,1.4
COc1ccc(S(=O)(=O)N2CCC(c3cc(-c4cccc5ccccc45)n[nH]3)CC2)cc1,/,96,95,33,-4,-3,86,14,-3,6,2.6
O=C(C1CC1)N1CCN=C1SCc1ccc(F)cc1,/,92,96,6,10,-3,92,25,6,-3,-3.0
NNC(=O)c1ccc(OCC2CC(c3ccc(Cl)cc3)=NO2)cc1 (centres undefined),7,96,98,8,-20,/,?,/,5,/,/
Clc1ccc(COn2ccnc2)cc1Cl,19,96,99,9,-15,1,?,18,26,0,0.0
COc1cccc(CN2CCNC(=O)C2CC(=O)NCc2cn3cccc(C)c3n2)c1OC (centres undefined),1,101,103,11,-55,0,99,18,4,3,0.3
COc1ccc(/C=N/NC(=O)c2ccccc2F)cc1CN1CCN(c2ccc(F)cc2)CC1,-15,104,100,7,-39,-1,98,4,7,24,52*
C#CCNC(=O)C1CCN(c2cc(C)nc(-c3ccccc3)n2)CC1,3,94,98,12,-24,0,?,25,-1,2,0.0
CC(C)(C)NC(=O)COC(=O)c1ccc(NC(=O)CC#N)cc1,7,97,99,7,-17,-2,100,15,-3,1,-0.2

Sorted by SMILES length (smallest number first): part of the list above
Structure,Pf gametocyte,RGS4-Gao reg,RGS8-Gao reg,Avidin bead fluor,Mcl1 Bid PPI,Mcl-1 Bim block,RGS7-Gao reg,GSH bead fluor,Mcl1-Noxa inh,ABCG2 inh,ABCB1 block
CC(C)(C)NC(=O)COC(=O)c1ccc(NC(=O)CC#N)cc1,7,97,99,7,-17,-2,100,15,-3,1,-0.2
C#CCNC(=O)C1CCN(c2cc(C)nc(-c3ccccc3)n2)CC1,3,94,98,12,-24,0,?,25,-1,2,0.0
COc1cccc(CN2CCNC(=O)C2CC(=O)NCc2cn3cccc(C)c3n2)c1OC (centres undefined),1,101,103,11,-55,0,99,18,4,3,0.3

Shown with two lines to a compound: entries from further up.
Below each compound – Pf gametocyte	RGS4-Gao reg	RGS8-Gao reg	Avidin bead fluor	Mcl1 Bid PPI	Mcl-1 Bim block	RGS7-Gao reg	GSH bead fluor	Mcl1-Noxa inh	ABCG2 inh	ABCB1 block
- Fc1cccc(-c2csc(-c3ccno3)n2)c1
    21	97	95	7	0	/	?	/	-3	/	/
- O=C(Nc1ccc(S(=O)(=O)C(F)F)cc1)c1cccc(S(=O)(=O)N2CCOCC2)c1
    -17	101	99	9	-24	1	102	9	-31	0	0.0
- CCOc1ccc(NC(=S)NCc2nc3ccccc3[nH]2)cc1
    5	102	104	7	-37	-1	103	11	31	1	0.1
- CCCC(c1nnnn1CCc1ccccc1)N1CCN(C(=O)c2ccco2)CC1 (centres undefined)
    /	97	98	7	13	0	95	14	26	3	1.2
